HIV fusion peptide – inhibitors of HIV fusion peptide binding, primary screen, biochemical, uHTS, fluorescence dequenching (AID 1986); cell-free peptide binding, fluorescence dequenching, 30 min; higher % means a stronger effect; one-dose inhibition, % at 20 µM; IC50 in µM for titrated hits; hit rate 0.3% among 290,000; in the data active = inhibition mostly above about 52%, no sharp cut-off; inactive = mostly below about 76%; note: some results filed as inactive read as strong as hits
West Nile virus CPE – inhibition of WNV-induced cytopathic effect – cell-based, CPE readout (AID 1621); West Nile virus-infected cells, CPE inhibition; higher % means a stronger effect; CPE inhibition, % at 10 µM, or IC50 in µM where a hit was titrated; hit rate 0.02% among 290,000; in the data active = a potency from the dose series; inconclusive = CPE inhibition mostly from about 3.7% at the one dose, without a potency; inactive = the rest, 99 in 100 with CPE inhibition below about 2.2%; note: strong numbers were not always called active
KOR beta-arrestin-1 – kappa opioid receptor activators – cell-based, luminescence, uHTS, primary screen (AID 1777); KOR beta-arrestin recruitment, luminescence; higher % means a stronger effect; one-dose activation, % at 10 µM; EC50 in µM for titrated hits; hit rate 0.02% among 280,000; in the data active = activation above about 50%, passing the limit was not always enough; note: a part of the inactive calls stands beside numbers as strong as those of hits
NOD1 inhibition – inhibition of NOD1-driven NF-kB reporter – cell-based, luminescence, uHTS, primary screen (AID 1578); NOD1-driven NF-kB luciferase reporter cells, luminescence; higher % means a stronger effect; inhibition, % at 4 µM, or EC50 in µM where a hit was titrated; hit rate 1% among 290,000; in the data active = inhibition mostly above about 36%, no sharp cut-off; inactive = mostly below about 34%;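 note: HEK-293T reporter cells stimulated with the NOD1 agonist gamma-tri-DAP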
KOR beta-arrestin-2 – kappa opioid receptor blockers – cell-based, luminescence, uHTS (AID 1778); KOR beta-arrestin recruitment, luminescence, antagonist mode; higher % means a stronger effect; inhibition, % at 10 µM; hits with a dose series show IC50 in µM; hit rate 0.091% among 290,000; in the data active = inhibition above about 50%; note: strong numbers were not always called active
GPR55 beta-arrestin – GPR55 agonists via beta-arrestin recruitment, primary screen, imaging, U2OS cells, beta-arrestin-GFP redistribution (AID 1961). U2OS GPR55 beta-arrestin-GFP redistribution imaging; higher % means a stronger effect. one-dose activation, % at 10 µM; EC50 in µM for titrated hits. hit rate 0.048% among 290,000;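 active = activation above 40% with more than 50 cells counted in the well; inconclusive = wells holding fewer than 50 cells, flagged as toxic or sparse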;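 note: U2OS osteosarcoma cells stably expressing GPR55 and beta-arrestin-GFP; plate controls were DMSO negative control for no effect and LPI positive control for full effect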
GPR35 arrestin U2OS – GPR35 antagonists blocking zaprinast-driven arrestin recruitment, primary screen, imaging, U2OS, beta-arrestin-GFP, zaprinast agonist (AID 2058) | hit rate 0.052% among 290,000 | U2OS GPR35 beta-arrestin-GFP translocation imaging, zaprinast antagonism; higher % means a stronger effect | inhibition, % at 10 µM; hits with a dose series show IC50 in µM;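 active = inhibition of at least 50% with at least 30 cells and total cytoplasm GFP at most 10,000,000; inconclusive = under 30 cells or total GFP of 10,000,000 plus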
GPR55 antagonists – GPR55 antagonists blocking LPI-driven arrestin recruitment, primary screen, imaging, U2OS, beta-arrestin-GFP, LPI agonist (AID 2013) | U2OS GPR55 beta-arrestin-GFP translocation imaging, LPI antagonism; higher % means a stronger effect | inhibition, % at 10 µM; hits with a dose series show IC50 in µM | hit rate 0.13% among 290,000;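 active = spots per cell inhibited over 60%, with over 100 cells counted and total cytoplasm intensity under 500,000; inconclusive = wells with under 100 cells, flagged as likely toxic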;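 note: U2OS cells stably carrying GPR55 and arrestin-GFP stimulated by 5 µM LPI near EC80; imaged beta-arrestin-GFP aggregate spots per cell after agonist stimulation; plate controls were LPI-stimulated DMSO wells for no effect and DMSO wells without LPI for full effect; some results filed as inactive read as strong as hits; confirmed hits need IC50 under 10 µM and bright autofluorescent wells are also inconclusive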
Dengue-2 NS5 capping – Dengue-2 NS5 methyltransferase inhibitors, primary screen, biochemical, confirmation dose response (AID 588689) | Dengue-2 NS5 methyltransferase capping enzyme assay, biochemical; higher % means a stronger effect | inhibition, % at 25 µM, or IC50 in µM where a hit was titrated | hit rate 0.3% among 340,000; in the data active = a potency from the dose series; inconclusive = inhibition above about 29% without an active follow-up result
* hit, by the source's call; ? = inconclusive; . = not tested or not shown; [ ] = remark or other dose. This is a subset. The share of hits here may be higher or lower than overall.

SMILES	HIV fusion peptide	West Nile virus CPE	KOR beta-arrestin-1	NOD1 inhibition	KOR beta-arrestin-2	GPR55 beta-arrestin	GPR35 arrestin U2OS	GPR55 antagonists	Dengue-2 NS5 capping
CCC(NC(=O)c1ccccc1Br)c1ccccc1 (centres undefined)	0.0%	-0.6%	-5.0%	-11%	23%	0.0%	-1%	-3%	-13%
CN(Cc1ccon1)C(=O)CC1C(=O)NCCN1Cc1ccc(Cl)c(F)c1 (centres undefined)	2.7%	-0.6%	-0.2%	-15%	11%	0.3%	10%	5%	1%
Cc1cc(-c2ccc(N3C(=O)CCC3=O)c(C)c2)ccc1N1C(=O)CCC1=O	1.0%	0.1%	8.3%	12%	6%	-0.2%	8%	6%	1%
C#CC[N+]1(CC#Cc2ccccc2)CCCCC1	3.7%	-0.7%	2.8%	-7%	-1%	0.1%	-6%	16%	2%
O=C(CSCc1c(Cl)cccc1Cl)NN1C(=O)c2ccccc2C1=O	-0.9%	-0.1%	2.4%	-29%	-10%	-0.1%	1%	18%	-2%
Cc1ccc(N2CCN(C(=O)N3CCOCC3)CC2)c(C)c1	-0.8%	-0.1%	3.7%	-37%	-21%	1.6%	6%	3%	-2%
CN(C)S(=O)(=O)c1cccc(NC(=O)CNC2CCCCC2)c1	1.1%	-0.1%	-0.5%	4%	22%	0.7%	4%	7%	-3%
C/C(=N\Nc1ccc(C(=O)O)cc1)c1nc2ccccc2n1C	3.6%	0.8%	-2.7%	-31%	-33%	0.2%	-2%	2%	.
Cc1csc(NC(=O)CSc2nnc(CCNC(=O)c3ccc(Cl)c(Cl)c3)n2C)n1	0.9%	-0.2%	-2.6%	7%	22%	0.2%	1%	7%	3%
Cc1sc2nc(C(C)C)nc(SCC(=O)N3CCOCC3)c2c1C	-0.6%	0.2%	-3.4%	-26%	-13%	-0.2%	6%	7%	-18%
Cc1ccc2c(c1)[C@@H]1CN(C)CC[C@@H]1N2S(=O)(=O)c1ccc(F)cc1	1.1%	-0.1%	.	-10%	.	0.0%	-4%	0%	18%
CN1CCc2nc(NC(=O)COc3ccc4ccccc4c3)sc2C1	-0.6%	-0.9%	-3.6%	-30%	13%	-0.4%	10%	-4%	-13%
CCCNS(=O)(=O)c1cc(Br)cc2c1N(C(=O)CC)CC2	-1.4%	0.0%	-2.8%	-17%	11%	-0.1%	-2%	-4%	4%
CC(=O)Nc1ccc(C)c([N+](=O)[O-])c1	-0.9%	0.7%	.	24%	-6%[20 µM]	0.2%	2%	4%	6%
Cc1cc(C)cc(N(CC(=O)N2CCN(Cc3ccccc3)CC2)S(=O)(=O)c2c(C)noc2C)c1	-0.4%	0.2%	1.8%	1%	-13%	-0.1%	23%	-2%	2%
Clc1ccc(N=NN2CCOCC2)cc1	-1.0%	0.1%	-2.9%	9%	11%	0.0%	-14%	10%	-2%
Cc1cc(=O)[nH]c2c1c(C)nn2C1CCOC(C)(C)C1 (centres undefined)	-3.6%	0.0%	3.8%	12%	-16%	0.1%	3%	0%	-2%
COc1ccc(F)cc1S(=O)(=O)N1CC(C)CC(C)C1 (centres undefined)	-1.9%	-0.9%	4.7%	-20%	4%	0.2%	-7%	4%	-6%
COc1cc2c(C(=O)O)c(C)n(C)c2c2ccccc12	0.8%	0.9%	-2.1%	-10%	5%	0.0%	-5%	4%	1%
CCOC(=O)c1sc(-c2ccccc2)nc1C	0.0%	0.0%	-1.2%	-15%	-8%[20 µM]	-0.1%	-6%	3%	-1%
O=C(Cn1ncc(N2CCOCC2)c(Br)c1=O)c1ccc(Cl)cc1	0.4%	-0.6%	1.7%	4%	-77%[20 µM]	-0.1%	-2%	-9%	-4%
CC(=O)Nc1ccc(NS(=O)(=O)c2cccc3ccccc23)cc1	18%	-0.2%	3.4%	20%	11%	0.3%	22%	1%	-11%
Cc1ccccc1OCC(=O)NC(=S)Nc1ccc(Br)c(C)n1	3.1%	0.5%	2.1%	-34%	-12%	-0.1%	-3%	20%	0%
Cc1ccc(-c2cc(=O)c3ccc(Cl)cc3[nH]2)cc1	1.5%	-0.3%	-6.1%	-2%	0%	-0.2%	20%	10%	3%
O=C1CCc2cc(S(=O)(=O)N3CCC(C(=O)NCc4ccccc4Cl)CC3)ccc2N1	-0.2%	-0.3%	7.4%	2%	-14%	0.3%	16%	7%	-3%

SMILES	HIV fusion peptide	West Nile virus CPE	KOR beta-arrestin-1	NOD1 inhibition	KOR beta-arrestin-2	GPR55 beta-arrestin	GPR35 arrestin U2OS	GPR55 antagonists	Dengue-2 NS5 capping
COc1ccc(CSc2nnnn2-c2ccccc2)cc1	1.7%	.	0.2%	16%	6%	-0.1%	4%	-1%	-1%
COc1ccc2c(CN3CCN(S(=O)(=O)c4cccs4)CC3)cc(=O)oc2c1	18%	0.1%	-1.9%	-24%	-19%	0.1%	16%	2%	1%
COc1cc(/C=C/C(=O)OCC(=O)NCc2ccco2)ccc1OCC#N	-1.2%	0.2%	1.9%	-18%	-38%	0.5%	1%	-4%	.
Cc1cccc(C)c1N(CC(=O)N1CCN(c2ccccc2F)CC1)S(C)(=O)=O	0.3%	0.2%	.	-35%	26%[20 µM]	0.2%	2%	-1%	-2%
O=C(NNc1c([N+](=O)[O-])cc(C(F)(F)F)cc1[N+](=O)[O-])c1ccco1	-0.2%	-0.6%	4.8%	18%	-48%	-0.2%	-18%	-6%	1%
COc1ccc2c(COC(=O)c3cccc(S(=O)(=O)NCC(C)C)c3)cc(=O)oc2c1	1.2%	?	1.1%	0%	-13%	0.3%	-21%	-4%	-7%
c1ccc(-c2cc(N3CCCCC3)ncn2)cc1	-0.8%	0.5%	0.0%	-35%	27%	-0.3%	-4%	0%	.
COc1ccc(S(=O)(=O)Cc2ccc(C(=O)N3CCN(Cc4ccccc4)CC3)o2)cc1	0.5%	0.2%	0.3%	-19%	39%	-0.1%	0%	-9%	-7%
CCCC(=O)Nc1nc(CC(=O)OCC)cs1	0.7%	0.2%	-2.2%	-36%	17%	-0.3%	-15%	-11%	-8%
c1coc(C2Nc3cccc4cccc(c34)N2)c1	60%	0.1%	-5.2%	26%	28%	-0.2%	5%	6%	.
Cc1ccc(S(=O)(=O)Nc2nc3ccccc3nc2N2CCN(c3ccccc3F)CC2)cc1	40%	0.0%	4.1%	5%	-34%	0.3%	-16%	12%	6%
O=C(CN1CCOc2ccccc21)NCc1ccc(Cl)cc1	0.1%	.	2.5%	-15%	-10%	0.3%	-4%	8%	-7%
CCOC(=O)c1c(C)sc2c1N(C(=O)CCl)c1cc(Cl)ccc1S2	4.3%	-0.2%	9.9%	55%*	24%	9.3%	-2%	4%	-20%
Cc1ccc2c(c1)S/C(=C/c1ccc[n+](C)c1)N2CCO	-0.9%	-1.1%	-2.0%	-24%	13%	-0.5%	-1%	-3%	2%
COc1ccccc1OCc1ccc(C(=O)Nc2ccncc2)o1	-2.7%	-0.1%	-1.4%	-10%	4%	0.2%	-7%	-13%	-2%
CCOc1cccc(CN2CCN(c3cccc(C(F)(F)F)c3)CC2)c1O	-0.9%	-0.8%	26%	-20%	-25%	-0.1%	-10%	-9%	1%
Cc1cccc(-c2cccc(NC(=O)C3CCCN(C(=O)c4ocnc4C)C3)c2)c1 (centres undefined)	-0.1%	-1.2%	0.7%	-17%	5%	-0.1%	-5%	17%	-5%
COc1ccc(CN=C2NN=C(c3ccccc3)CS2)cc1	-3.3%	-1.5%	-3.5%	-24%	-14%	-0.4%	-10%	82%	-15%
Cc1cccc(Nc2ccccc2C(=O)NCc2ccco2)c1C	-0.5%	3.3%	-1.9%	-7%	25%	-0.1%	26%	18%	1%
Cn1c(SCC(=O)NC2CCCCC2)nnc1-c1ccc(N)cc1	-0.7%	0.9%	-2.0%	-10%	8%	0.2%	-10%	1%	-4%
O=C(COC(=O)Cc1cccc(C(F)(F)F)c1)NCC1CCCO1 (centres undefined)	1.7%	0.4%	0.1%	-19%	3%	0.2%	-8%	0%	1%
Cc1cc(=O)oc(C)c1C(=O)Nc1ccc(Cl)cn1	-1.6%	0.1%	3.6%	5%	-13%	-0.1%	15%	33%	-7%
COCCn1c(SCC(=O)Nc2cc(C)on2)nnc1-c1ccco1	-1.5%	-0.7%	12%	12%	13%	-0.1%	9%	22%	-6%
Cc1nn(C(=O)c2nn(C)cc2[N+](=O)[O-])c(C)c1Br	0.8%	0.0%	.	7%	-36%[20 µM]	-0.1%	-2%	17%	-9%
O=C(COC(=O)CCc1ccccc1)Nc1ncc(Cl)cc1Cl	-1.6%	0.4%	3.5%	-10%	42%	0.6%	-4%	2%	2%

SMILES	HIV fusion peptide	West Nile virus CPE	KOR beta-arrestin-1	NOD1 inhibition	KOR beta-arrestin-2	GPR55 beta-arrestin	GPR35 arrestin U2OS	GPR55 antagonists	Dengue-2 NS5 capping
Cc1csc(NC(=O)NC2(C(F)(F)F)Oc3ccccc3O2)n1	0.8%	0.6%	0.5%	-16%	1%	0.3%	22%	33%	27%
Cc1noc(C)c1C(=O)Nc1nccs1	0.8%	0.1%	0.7%	-30%	-3%	-0.1%	-18%	4%	-1%
COCCCn1c(SCC(=O)NC(C)C)nnc1-c1ccccc1	0.6%	0.1%	-2.7%	-11%	-24%	-0.3%	-3%	3%	-7%
O=C1C2=C(CCCC2)C(=O)N1c1cccc(OCCBr)c1	11%	0.3%	0.3%	-12%	-15%	0.0%	10%	1%	-4%
CCC(=O)N1CCN=C1SCc1ccccc1	1.7%	0.0%	-3.2%	-12%	-26%	-0.1%	4%	-4%	0%
COc1ccc(Cn2nnc3c(C)n[nH]c(=O)c32)cc1	-0.8%	1.4%	-2.1%	-14%	-19%	0.6%	7%	-1%	-6%
CCCCN(CC)C(=O)c1ccc(-c2ccccc2)cc1	1.7%	-1.5%	-1.1%	-10%	16%	0.1%	12%	10%	-5%
CC1C/C(=N/NC(=O)c2cccs2)CC(C)(C)C1 (centres undefined)	2.1%	0.4%	-7.7%	-9%	6%	-0.1%	6%	-1%	-1%
CC(=O)Nc1cccc(NC(=O)C2CCCN2C(=O)Nc2cccc(F)c2)c1 (centres undefined)	2.5%	0.2%	-8.9%	-22%	-21%	-0.2%	-12%	7%	-7%
CC1(C)CC(=O)C=C(Nc2ccc(F)cc2)C1	-0.4%	0.0%	0.3%	39%	-16%	-0.1%	-12%	-8%	-3%
COC(=O)c1cccc(C(=O)N2CCCC(CCC(=O)N(C)CCc3ccccn3)C2)c1 (centres undefined)	0.8%	-0.7%	1.9%	-2%	-16%	-0.1%	-10%	-2%	-6%
COc1cccc(NC(=O)COC(=O)CCOc2ccccc2OC)c1	0.4%	0.4%	-4.9%	-60%	-25%	0.1%	-6%	-8%	-4%
CN(C)S(=O)(=O)c1cccc(NC(=O)c2n[nH]c(=O)c3ccccc23)c1	-0.5%	-0.1%	3.2%	-20%	-19%	-0.2%	-10%	4%	-3%
